# High-throughput results deposited in PubChem BioAssay by National Center for Advancing Translational Sciences (NCATS).
# hERG WT inh: KCNH2 (human, wildtype) channel inhibition. Q12809. U2OS, BacMam KCNH2, thallium flux FluxOr; hits give low values. activity change, % at 1.84 µM. actives 0.37% (n = 340,000). AID 720551;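 active means maximum activity change below -70%; inconclusive means maximum activity change between -70% and -50%; inactive means maximum activity change above -50%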; further: on the % scale 0 is the no-effect control and ±100 the full control effect
#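 U2OS cells transduced with wild-type KCNH2 virus are loaded with FluxOr dye for 45 min, and thallium flux is measured in kinetic reads before and after stimulation buffer. Rate constants are normalized to DMSO controls.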
# KCNH2 3.1 block: inhibitors of human KCNH2 3.1 potassium channel isoform. U2OS KCNH2 3.1, thallium flux FluxOr; hits give low values. activity change, % (tested at about 1.8 µM). actives 0.95% (n = 340,000). AID 720553;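 active means maximum activity change below -70%; inconclusive means maximum activity change from -70% to -50%; inactive means maximum activity change above -50%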;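 further: thallium influx rate constant from kinetic fluorescence after stimulation buffer; on the % scale 0 is the no-effect control and ±100 the full control effect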
#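 Normalized rate constant (relative to positive and negative DMSO controls) derived from a 2 min kinetic fluorescence read after stimulation; U2OS cells expressing the 3.1 isoform via virus at 1.77 x 10^8 /mL.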
# FBPA coupling cs: counter-screen for Giardia aldolase inhibitors: coupling enzyme system; coupling enzyme system counterscreen, AmpLite Red fluorescence; activity change, negative = inhibition, % at 58.2 µM, hits read low; actives 0.67% (n = 290,000); in the data active means activity change below about -30%; further: on the % scale 0 is the no-effect control and ±100 the full control effect
#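 Compounds tested against the coupling enzymes alone at 57.5 uM final; readout was AmpLite Red fluorescence (525/598 nm) after 20 min at RT.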
# Menin-MLL TR inh: displaces Texas Red mutant MLL peptide from human menin. O00255. Menin + Texas Red MLL mutant peptide, fluorescence polarization. Potency, µM (top dose mostly 61.6 µM), for inactives: at the highest dose FP activity change, negative = inhibition, actives largely listed as inhibitors. actives 0.23% (n = 270,000). AID 1768; active means well fitted inhibition curve with a large enough effect in the polarisation, with a control signal flat, not every such curve was filed as active; inconclusive means small, poorly fitted or top-dose-only effect, or effect the other way, or a change in a side signal; inactive means no such curve, though single readings can be large or run the other way; the % refers to the polarisation; further: potency means the concentration at half of the fitted maximal effect; % of control where 0% means no effect; many of its hits are not listed in these tables
# Target sequence (O00255 whole entry, looked up): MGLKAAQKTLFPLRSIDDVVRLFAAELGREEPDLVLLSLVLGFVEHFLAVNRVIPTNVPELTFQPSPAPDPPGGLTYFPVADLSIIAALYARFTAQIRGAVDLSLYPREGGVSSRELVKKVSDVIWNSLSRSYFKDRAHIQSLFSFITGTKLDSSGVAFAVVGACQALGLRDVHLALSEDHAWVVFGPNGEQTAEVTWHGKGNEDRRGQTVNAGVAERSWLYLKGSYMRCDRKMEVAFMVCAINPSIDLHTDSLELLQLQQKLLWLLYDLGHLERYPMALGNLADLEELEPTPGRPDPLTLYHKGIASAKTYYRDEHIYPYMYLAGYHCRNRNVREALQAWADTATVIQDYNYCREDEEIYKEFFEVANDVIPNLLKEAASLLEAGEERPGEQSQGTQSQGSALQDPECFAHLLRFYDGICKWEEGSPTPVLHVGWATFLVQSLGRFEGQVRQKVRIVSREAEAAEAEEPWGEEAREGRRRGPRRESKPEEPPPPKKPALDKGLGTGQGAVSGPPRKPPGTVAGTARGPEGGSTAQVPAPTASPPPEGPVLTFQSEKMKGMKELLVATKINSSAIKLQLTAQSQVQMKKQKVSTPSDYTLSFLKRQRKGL
# USP2a block: inhibitors of human ubiquitin-specific protease USP2a. actives 0.01% (n = 330,000). Potency, µM (series often up to 38.3 µM), without a hit: at the highest dose activity change, negative = inhibition, most hits filed as inhibitors. USP2 core, Ub-CHOP2 coupled fluorogenic reporter, 485/531. O75604;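 further: potency means the concentration at half of the fitted maximal effect; plate controls were DMSO wells for no effect and full inhibition by NEM control for full effect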
#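 USP2 core (10nM final) preincubated 30min RT with compound in 20mM Tris-HCl pH 8.0, 2mM CaCl2, 2mM beta-mercaptoethanol, 0.05% CHAPS; 25nM Ub-CHOP2 plus 25nM reporter substrate added, fluorescence (Ex485/Em531) read after 60min.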
# GALK inhibitor: inhibitors of human galactokinase. actives 0.007% (n = 270,000). P51570. Potency, µM (series often up to 57.5 µM), for the others: at the top dose activity change, negative = inhibition, usual class: inhibitors. Purified GALK, Kinase-Glo residual ATP luminescence. AID 1868; further: potency means the concentration at half of the fitted maximal effect; on the % scale 0 is the no-effect control and ±100 the full control effect
#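 Quantitative HTS: GALK 5 nM, ATP 35 uM, galactose 100 uM, 1 h room temperature, then luciferase-based ATP detection.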
# B2AR arrestin: recruits beta-arrestin to the human beta2-adrenergic receptor; P07550; beta-arrestin recruitment to beta2AR, cell-based reporter; Potency, µM (doses to about 46.1 µM), for inactives: at the top dose activation, actives largely listed as activators; actives 0.02% (n = 330,000);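 further: potency means the concentration at half of the fitted maximal effect; 0% = DMSO controls and full agonism = EC100 isoproterenol or metaproterenol; nearly all actives have a fitted effect of over 65% in size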
# Target sequence (P07550 whole entry, looked up): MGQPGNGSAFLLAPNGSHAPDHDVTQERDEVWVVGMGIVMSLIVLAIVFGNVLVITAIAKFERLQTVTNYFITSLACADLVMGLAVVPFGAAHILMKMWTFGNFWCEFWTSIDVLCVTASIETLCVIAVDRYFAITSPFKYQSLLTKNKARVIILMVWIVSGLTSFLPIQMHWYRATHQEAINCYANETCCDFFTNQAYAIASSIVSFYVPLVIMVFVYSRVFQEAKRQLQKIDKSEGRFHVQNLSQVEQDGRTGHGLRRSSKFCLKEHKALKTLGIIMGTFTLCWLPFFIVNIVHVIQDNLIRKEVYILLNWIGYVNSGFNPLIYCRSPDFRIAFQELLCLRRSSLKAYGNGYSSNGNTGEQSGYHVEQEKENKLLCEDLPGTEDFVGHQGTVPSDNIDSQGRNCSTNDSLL
# PKM2 act: increases activity of human pyruvate kinase M2; P14618; Potency, µM (doses to about 57.5 µM), without a hit: top-dose activation, actives largely listed as activators; actives 0.34% (n = 260,000); purified PKM2, Kinase-Glo ATP luminescence, activation; response scale: 0% is enzyme alone, no compound; further: potency means the concentration at half of the fitted maximal effect; on the % scale 0 is the no-effect control and ±100 the full control effect; nearly all actives have a fitted effect of over 55% in size
#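 Kinase-Glo luminescence reports ATP generated from ADP (0.1 mM) and PEP (0.5 mM) by purified hPK-M2 after 1 h at room temperature, pH 7.2 imidazole buffer; intermediate enzyme activity allows detecting inhibitors and activators.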
# TRPV1 ag: activates the human vanilloid receptor TRPV1; actives 0.19% (n = 320,000); AID 540275; activation, % at 8.33 µM; TRPV1-expressing cells, Fluo-8 calcium influx, agonist mode; Q8NER1; in the data active means activation above about 80%; inconclusive means between about 30% and that limit; further: 0% is about no effect
#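 TRPV1-expressing cells were cultured overnight at 35.5C and loaded with Fluo-8 calcium dye for 40 to 90 min at room temperature. After a 10 s baseline, compound was added and calcium influx was read kinetically for 3 min (ex 480/em 520 nm).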
# CXXC DNA block: inhibitors of human MLL CXXC domain-DNA interaction; Q03164; MLL-CXXC / FITC-HOXA9 DNA fluorescence polarization; Potency, µM (titrated, usually from 115 µM), inactives show at the highest dose activity change, negative = inhibition, usual class: inhibitors; actives 0.037% (n = 290,000); AID 2662; active means well fitted inhibition curve with a large enough effect in the polarisation, with a control signal flat, not every such curve was filed as active; inconclusive means small, poorly fitted or top-dose-only effect, or effect the other way, or a change in a side signal; inactive means no such curve, though single readings can be large or run the other way; the % refers to the polarisation; further: potency means the concentration at half of the fitted maximal effect
#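 Purified MLL-CXXC (added from a 7 uM solution) was preincubated 5 min at ambient with pinned compounds in 50 mM Tris-HCl pH 7.5, 50 mM NaCl, 1 mM DTT, 0.05% BSA. Fluorescein-labeled HOX-A9 DNA (50 nM solution) followed, 30 min, then polarization read.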
# Giardia killer: Giardia lamblia killing; Giardia lamblia trophozoite viability; actives 0.15% (n = 340,000); activity change, % at 7.66 µM, hits read low; in the data active means activity change below about -80%; inconclusive means between about -30% and that limit;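 further: parasites exposed to compound for two days anaerobically before the ATP read; on the % scale 0 is the no-effect control and ±100 the full control effect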
#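 Trophozoites 100 cells/well + cpd; 48 hrs, 37 deg C, anaerobic. ATPLite 1-Step added, 15-30 min RT, luminescence read (ATP-based viability).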
# Numbers without * were called inactive; ? = inconclusive; . = not tested or not shown. Unless noted, the call rests on the fitted dose curve; in most records, active means well fitted curve in the direction sought with a large enough effect; inconclusive means small, poorly fitted or top-dose-only effect, or another doubt; inactive means no such curve, though single readings can be large; an effect the other way counts as inactive or inconclusive. An excerpt (hit frequency here may not be typical).
1: COc1ccc([N+](=O)[O-])cc1N(CC(O)CN(C)C)S(=O)(=O)c1ccccc1 (stereo unspecified)
2: Cc1ccccc1CNC(=O)CN1C(=O)c2ccccc2S1(=O)=O
3: Cc1ccc(S(=O)(=O)Nc2cc(NC(=O)CN3CCOCC3)ccc2Cl)cc1
4: Cn1cnc(S(=O)(=O)Nc2ccccc2C(=O)NCC2CC2)c1
5: Cc1cc(NC(=O)NC(=O)c2ccc(F)cc2F)n[nH]1
6: CCN(CC)c1ccc(-c2nnc(SCC(=O)Nc3ccccc3C#N)n2-c2ccccc2)cc1
7: Cc1ccc(C)c2c1cc(C)c1nnc(SCc3ccccn3)n12
8: CCOC(=O)c1cccc(NC(=O)CN2C(=O)C3CC=CCC3C2=O)c1 (stereo unspecified)

assay / compound,1,2,3,4,5,6,7,8
hERG WT inh,7,2,2,-1,16,-5,-2,5
KCNH2 3.1 block,-3,-2,-5,8,-5,5,5,-13
FBPA coupling cs,2,-1,-12,-1,1,0,-6,0
Menin-MLL TR inh,21%,7%,-5%,.,.,?,-10%,0%
USP2a block,2%,4%,9%,0%,3%,1%,-2%,0%
GALK inhibitor,0%,14%,4%,0%,0%,-3%,-1%,5%
B2AR arrestin,0.1%,-0.2%,-0.2%,-0.5%,-0.3%,-0.4%,-0.8%,-0.3%
PKM2 act,3%,.,10%,-1%,-6%,12%,-13%,-7%
TRPV1 ag,0,-2,-2,-1,.,0,2,-1
CXXC DNA block,17%,-4%,3%,23%,-6%,11%,1%,?
Giardia killer,-5,-8,-12,26,-15,-23,2,-22

9: Cc1ccc(C)c(N2CCN(C(=O)c3ccc(CS(=O)Cc4cccc(Cl)c4)o3)CC2)c1 (stereo unspecified)
10: Cc1ccc(-c2n[nH]c(S(C)(=O)=O)c2C#N)cc1
11: COc1cccc(-n2c(CN3CCN(c4ccccn4)CC3)nc3ccc([N+](=O)[O-])cc3c2=O)c1
12: CC(=O)c1c(C)[nH]c(C(=O)Nc2cccc(C#N)c2)c1C
13: O=C(CSc1ccccn1)Nc1cccc([N+](=O)[O-])c1
14: Cc1ccccc1-c1nc(CS(=O)CC(=O)NCCc2ccc(Cl)cc2)c(C)o1 (stereo unspecified)
15: O=C(NCCN1C(=O)S/C(=C/c2ccccc2)C1=O)C1CCCN1C(=O)c1cccs1 (stereo unspecified)
16: C(=N/n1c2ccccc2c2ccccc21)/c1ccco1

assay / compound,9,10,11,12,13,14,15,16
hERG WT inh,-1,-3,8,0,0,-10,2,1
KCNH2 3.1 block,-16,-5,-24,5,18,30,-7,-14
FBPA coupling cs,1,1,-1,0,-2,.,4,-2
Menin-MLL TR inh,-13%,.,4%,-4%,?,.,-14%,?
USP2a block,-7%,5%,-4%,2%,0%,3%,2%,3%
GALK inhibitor,5%,-4%,2%,-1%,0%,-4%,-1%,-2%
B2AR arrestin,0.2%,0.0%,0.0%,0.1%,0.4%,0.1%,-0.3%,0.2%
PKM2 act,.,-18%,-4%,37%,0%,.,?,4%
TRPV1 ag,0,1,-2,1,9,2,1,1
CXXC DNA block,5%,1%,2%,1%,-2%,2%,-2%,3%
Giardia killer,-14,0,-22,-7,3,22,20,1

# 3 structures from above, ordered by length of the SMILES, lowest first.
14: Cc1ccccc1-c1nc(CS(=O)CC(=O)NCCc2ccc(Cl)cc2)c(C)o1 (stereo unspecified)
9: Cc1ccc(C)c(N2CCN(C(=O)c3ccc(CS(=O)Cc4cccc(Cl)c4)o3)CC2)c1 (stereo unspecified)
11: COc1cccc(-n2c(CN3CCN(c4ccccn4)CC3)nc3ccc([N+](=O)[O-])cc3c2=O)c1

assay / compound,14,9,11
hERG WT inh,-10,-1,8
KCNH2 3.1 block,30,-16,-24
FBPA coupling cs,.,1,-1
Menin-MLL TR inh,.,-13%,4%
USP2a block,3%,-7%,-4%
GALK inhibitor,-4%,5%,2%
B2AR arrestin,0.1%,0.2%,0.0%
PKM2 act,.,.,-4%
TRPV1 ag,2,0,-2
CXXC DNA block,2%,5%,2%
Giardia killer,22,-14,-22

# Next section:
17: CN(C)CCCN(C(=O)c1ccc(S(=O)(=O)N(C)C2CCCCC2)cc1)c1nc2ccc(Br)cc2s1
18: O=Nc1onc(-c2ccc([N+](=O)[O-])cc2)c1NO
19: Cc1nn(Cc2c(Cl)cccc2Cl)c(C)c1NC(=O)CCCn1nc([N+](=O)[O-])c(Cl)c1C
20: CN(C)CCCNC(=O)C[C@H]1C[C@H](C(=O)N2CCOCC2)[C@@]2(CCC3CCCC3)c3[nH]c4cc(-c5ccco5)ccc4c3CCN2C1=O
21: Cn1nc(C(F)(F)F)c(/C=N/OC(=O)c2ccccc2)c1SCc1ccc(Cl)cc1
22: CCCC(=O)Nc1cc(C)c(NC(=O)c2cccs2)cn1
23: O=C(Nc1ccc(S(=O)(=O)N2CCCCC2)cc1)c1ccc(=O)[nH]c1
24: O=C1CSC(c2cccnc2)N1Cc1ccc(Cl)cc1 (stereo unspecified)

assay / compound,17,18,19,20,21,22,23,24
hERG WT inh,13,1,2,0,-18,-9,10,4
KCNH2 3.1 block,-26,-2,-9,-21,-3,7,0,-7
FBPA coupling cs,.,3,0,.,0,2,.,4
Menin-MLL TR inh,.,?,-2%,.,17%,-2%,.,.
USP2a block,-5%,1%,2%,-2%,2%,0%,1%,3%
GALK inhibitor,4%,1%,0%,.,0%,11%,.,-2%
B2AR arrestin,-0.9%,?,0.2%,0.3%,0.0%,0.0%,4.8%,-0.2%
PKM2 act,-9%,1%,-4%,.,4%,-6%,.,-3%
TRPV1 ag,7,1,-1,.,4,-4,0,0
CXXC DNA block,?,0%,2%,.,-2%,8%,.,-9%
Giardia killer,-21,9,4,11,-3,4,-8,-6

25: CCN(Cc1ccncc1)Cc1nc(Cc2ccccc2Cl)no1
26: CN(CC(=O)Nc1c(Cl)cccc1Cl)C(=O)CNC(=O)C1CCCCC1
27: Cc1ccc(S(=O)(=O)NC(=O)C2CCCCC2)cc1
28: CCN1C(=O)[C@H]2[C@@H](c3ccc(-c4cccc(Cl)c4)c(OC)c3)N[C@@](Cc3ccccc3)(C(=O)OC)[C@H]2C1=O
29: Cc1ccc(C(=O)N/C(=C\c2cn(S(=O)(=O)N(C)C)c3ccccc23)C(=O)NCCN2CCOCC2)cc1
30: O=C1CCCc2nc(N3CCN(Cc4ccccc4)CC3)ncc21
31: CCC(=O)c1ccc(OCC(=O)Nc2cc(S(=O)(=O)N3CCCCC3)ccc2N2CCN(CC)CC2)cc1
32: Cc1csc(NC(=O)CSc2nnc(-c3ccncc3)o2)n1

assay / compound,25,26,27,28,29,30,31,32
hERG WT inh,1,5,-7,-7,7,0,-5,11
KCNH2 3.1 block,-2,.,5,17,8,1,7,-12
FBPA coupling cs,3,.,.,.,2,2,.,1
Menin-MLL TR inh,?,.,.,.,-14%,-1%,.,-4%
USP2a block,-2%,2%,0%,-1%,-1%,3%,-1%,-2%
GALK inhibitor,-1%,-6%,.,.,.,2%,.,-1%
B2AR arrestin,-0.7%,-0.5%,-0.2%,0.1%,0.3%,0.4%,-0.2%,-0.1%
PKM2 act,14%,-1%,.,.,?,0%,.,?
TRPV1 ag,4,-6,2,3,9,5,8,0
CXXC DNA block,10%,6%,.,.,-8%,5%,.,-3%
Giardia killer,?,17,9,12,8,7,-6,-4

33: O=C(O)c1cccc(N2C(=O)C3CC=C(Cl)CC3C2=O)c1 (stereo unspecified)
34: COc1cc(/C=C2\N=C(c3ccccc3)OC2=O)ccc1OCc1c(C)no[n+]1[O-]
35: O=C(NC(=S)NCc1ccncc1)c1ccccc1
36: CC(C(=O)Nc1ccc(Cl)cc1Cl)N1C(=O)NC2(CCCCCCC2)C1=O (stereo unspecified)
37: O=C(CCNC(=O)c1ccco1)NCc1ccc(C(=O)O)cc1
38: CCn1c(C)nc2cc(OC)ccc21
39: CN(CC1CCCO1)S(=O)(=O)c1ccc(C(=O)Nc2nccs2)cc1 (stereo unspecified)
40: Cc1c(C(=O)NCCCN2CCCC2=O)oc2c(Cl)cccc12

assay / compound,33,34,35,36,37,38,39,40
hERG WT inh,1,2,2,3,0,-10,-9,-5
KCNH2 3.1 block,1,0,7,-3,8,6,-3,-5
FBPA coupling cs,4,5,3,.,.,2,4,.
Menin-MLL TR inh,23%,8%,-1%,.,.,-7%,.,.
USP2a block,1%,5%,4%,-1%,0%,-1%,-6%,5%
GALK inhibitor,1%,1%,3%,.,.,7%,7%,.
B2AR arrestin,0.5%,-1.1%,-1.0%,-0.4%,-0.2%,0.5%,0.4%,0.1%
PKM2 act,1%,12%,-5%,.,.,8%,10%,.
TRPV1 ag,-2,-2,0,3,.,-8,-3,3
CXXC DNA block,15%,-7%,-1%,.,.,4%,-3%,.
Giardia killer,-5,-17,8,-20,2,0,-22,-22
